Screening results as filed in PubChem.
PhoP inhibition: inhibitors of PhoP regulon expression, primary screen, Salmonella Typhimurium, GFP reporter (AID 1863). S. Typhimurium PhoP-regulated promoter GFP reporter, 4 h; higher % means a stronger effect. one-dose inhibition, % at 50 µM; IC50 in µM for titrated hits. actives 0.16% (n = 300,000);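 active = inhibition over 29.93%, a cutoff 3 SD above the screen mean, later confirmed by dose response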;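 also: 0% = low Mg2+ inducing control and 100% = high Mg2+ repressing control; strong numbers were not always called active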
KOR beta-arrestin-1: KOR antagonists, beta-arrestin recruitment, cell-based, luminescence, uHTS (AID 1778) | KOR beta-arrestin recruitment, luminescence, antagonist mode; higher % means a stronger effect | one-dose inhibition, % at 10 µM; IC50 in µM for titrated hits | actives 0.091% (n = 290,000); in the data active = inhibition above about 50%; also: strong numbers were not always called active
NTR1 agonist: NTR1-driven beta-arrestin-GFP spot formation – imaging, U2OS cells, high content, primary screen (AID 493036); agonist mode; actives 0.17% (n = 330,000); activation, % at 20 µM;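 active = activation at or above 40% of the spot to cytoplasm intensity ratio, with at least 20 cells analyzed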;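 also: 0% = DMSO without peptide and 100% = 100 nM NTR1 peptide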
Target sequence (P30989 whole entry, looked up): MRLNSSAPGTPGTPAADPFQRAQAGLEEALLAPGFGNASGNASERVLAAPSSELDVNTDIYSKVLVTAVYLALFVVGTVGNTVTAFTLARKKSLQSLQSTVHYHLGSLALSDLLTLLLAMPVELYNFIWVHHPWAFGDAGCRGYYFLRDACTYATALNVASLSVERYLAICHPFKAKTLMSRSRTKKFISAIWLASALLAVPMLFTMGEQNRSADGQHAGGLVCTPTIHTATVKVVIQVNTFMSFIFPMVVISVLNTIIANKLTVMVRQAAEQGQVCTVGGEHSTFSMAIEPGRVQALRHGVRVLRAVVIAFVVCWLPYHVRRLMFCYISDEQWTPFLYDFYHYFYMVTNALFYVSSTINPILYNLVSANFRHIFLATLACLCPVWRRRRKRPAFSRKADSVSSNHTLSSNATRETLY
T cell HTS: T cell immune modulators affecting CD8 T cell-vesicle binding | 2C CD8+ T cell-vesicle binding, flow cytometry; stronger effect = lower value | calls only at 7 µM | actives 0.068% (n = 330,000);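 active = response, share of CD8 T cells binding vesicles, and their 90th percentile fluorescence all below set limits, cut at about 80% in these data, passing the limit was not always enough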
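Assay system: 2C TCR transgenic mouse naive CD8+ T cells, MACS-purified | Read-out: CD8+ gate FL2 mean fluorescence as % of same-row positive control | Signal: High-throughput flow cytometry with anti-B7-1 and anti-CD8 staining | Timing: Binding step 1.5 h, 37 °C, antibody labelling 20 min, ice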
GPR35 antagonists: inhibition of zaprinast-stimulated GPR35 beta-arrestin translocation – imaging, U2OS, beta-arrestin-GFP, zaprinast agonist, primary screen (AID 2058) | inhibition, % at 10 µM, or IC50 in µM where a hit was titrated | U2OS GPR35 beta-arrestin-GFP translocation imaging, zaprinast antagonism; higher % means a stronger effect | actives 0.052% (n = 290,000);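 active = inhibition of at least 50% with at least 30 cells and total cytoplasm GFP at most 10,000,000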
KOR beta-arrestin-2: kappa opioid receptor activators – cell-based, luminescence, uHTS, primary screen (AID 1777); one-dose activation, % at 10 µM; EC50 in µM for titrated hits; KOR beta-arrestin recruitment, luminescence; higher % means a stronger effect; actives 0.02% (n = 280,000); in the data active = activation above about 50%, passing the limit was not always enough; also: a part of the inactive calls stands beside numbers as strong as those of hits
West Nile antiviral: inhibition of WNV-induced cytopathic effect – cell-based, CPE readout (AID 1621); West Nile virus-infected cells, CPE inhibition; higher % means a stronger effect; one-dose CPE inhibition, % at 10 µM; IC50 in µM for titrated hits; actives 0.02% (n = 290,000); in the data active = a potency from the dose series; also: strong numbers were not always called active
GPR55 activation: GPR55 agonists via beta-arrestin recruitment, primary screen, imaging, U2OS cells, beta-arrestin-GFP redistribution (AID 1961); activation, % at 10 µM, or EC50 in µM where a hit was titrated; U2OS GPR55 beta-arrestin-GFP redistribution imaging; higher % means a stronger effect; actives 0.048% (n = 290,000);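 active = activation above 40% with more than 50 cells counted in the well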;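 also: U2OS osteosarcoma cells stably expressing GPR55 and beta-arrestin-GFP; plate controls were DMSO negative control for no effect and LPI positive control for full effect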
GPR55 antagonists: GPR55 antagonists blocking LPI-driven arrestin recruitment, primary screen, imaging, U2OS, beta-arrestin-GFP, LPI agonist (AID 2013); U2OS GPR55 beta-arrestin-GFP translocation imaging, LPI antagonism; higher % means a stronger effect; inhibition, % at 10 µM, or IC50 in µM where a hit was titrated; actives 0.13% (n = 290,000);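 active = spots per cell inhibited over 60%, with over 100 cells counted and total cytoplasm intensity under 500,000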;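 also: U2OS cells stably carrying GPR55 and arrestin-GFP stimulated by 5 µM LPI near EC80; imaged beta-arrestin-GFP aggregate spots per cell after agonist stimulation; plate controls were LPI-stimulated DMSO wells for no effect and DMSO wells without LPI for full effect; some results filed as inactive read as strong as hits; confirmed hits need IC50 under 10 µM and bright autofluorescent wells are also inconclusive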
T cell HTS vesicle-bound %: recorded beside T cell HTS, whose call it bears; double positive events, %; measured here: CD8+ vesicle-bound cell fraction;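 binding gate set so that unloaded-vesicle control wells show 10% double positive cells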
NTR1 agonist cell count 20 µM: recorded beside NTR1 agonist, whose call it bears; cell count; measured here: cell count, cytotoxicity flag
The depositor's hits bear a star; i = inactive; x = no result given; [ ] = dose if it differs, or a comment.

Fields: PhoP inhibition | KOR beta-arrestin-1 | NTR1 agonist | NTR1 agonist cell count 20 µM | T cell HTS | T cell HTS vesicle-bound % | GPR35 antagonists | KOR beta-arrestin-2 | West Nile antiviral | GPR55 activation | GPR55 antagonists
1. CCc1ccc(OCC2c3cc(OC)c(OC)cc3CCN2C(C)=O)cc1 (stereo unspecified)
    -1.9% | -45.4% | -0.4 | 55 | i | 38.5 | -20.5% | 0.5% | -0.3% | -0.1% | -8.1%
2. Cc1nc(NCCCn2ccnc2)c2ccccc2n1
    12.6% | 10.8% | -0.2 | 53 | i | 66.3 | 18.9% | 6.3% | 0.0% | -0.2% | 0.0%
3. COc1ccc2[nH]c(=O)c(CN(CCN(C)C)C(=O)NCc3ccccc3)cc2c1
    7.0% | 21.2% | -1.1 | 40 | i | 23.7 | 14.2% | 1.8% | 0.4% | -0.2% | -6.0%
4. COc1ccc(NS(=O)(=O)c2cc3c(cc2C)N(C(C)=O)CCO3)c(OC)c1
    x | 13.0%[20 µM] | 0.8 | 53 | i | 33.4 | -6.2% | -1.9% | 0.1% | 0.5% | 12.8%
5. CCOc1ccc(CNC(=O)CCCN2C(=O)C(c3ccccc3)Oc3cccnc32)cc1 (stereo unspecified)
    -2.5% | -18.3% | 0.3 | 56 | i | 19.3 | 14.8% | -4.1% | -0.3% | -0.1% | 10.7%
6. O=C(NCCn1cc(SCC(=O)N2CCOCC2)c2ccccc21)c1c(F)cccc1F
    1.4% | -6.3% | -0.2 | 84 | i | 22.4 | 2.7% | -2.2% | 0.1% | -0.6% | 4.3%
7. Cc1cc(C)cc(NC(=S)NCCc2c[nH]c3ccccc23)c1
    6.8% | 14.0% | -0.2 | 49 | i | 37.0 | -6.1% | 0.2% | -0.4% | 0.2% | 12.3%
8. O=C(NCCc1ccccc1)C1CCN(S(=O)(=O)c2cccs2)CC1
    -4.8% | 3.1% | -0.3 | 61 | i | 10.4 | 9.9% | 1.0% | -1.0% | 0.3% | -6.1%
9. O=C(Nc1ccc(N2CCN(c3ccccc3)CC2)c(F)c1)C1CC1
    -2.0% | -17.3% | 0.3 | 57 | i | 27.6 | -6.1% | 0.0% | 0.2% | 1.0% | 3.7%
10. COCCNC(=O)Cn1cc(C(=O)c2ccco2)c2ccccc21
    -4.4% | -20.1% | 0.6 | 64 | i | 40.3 | -6.6% | 5.1% | 0.0% | 0.0% | 1.9%
11. CC(=O)N1Cc2[nH]c3ccccc3c2CC1C(=O)O (stereo unspecified)
    x | -34.0%[20 µM] | -0.7 | 61 | x | x | 14.0% | 4.8% | -0.2% | -0.1% | 6.4%
12. Cn1nc(C(F)(F)F)c(-c2ccc(F)cc2)c1NC(=O)Nc1ccc(F)cc1
    -9.0% | 14.0% | 0.6 | 58 | i | 25.8 | -0.2% | x | -1.7% | -0.2% | -0.2%
13. O=C(CCc1ccccc1)NNC(=O)c1ccccc1F
    -4.2% | 5.6%[20 µM] | 0.8 | 44 | i | 20.7 | 3.1% | x | 0.2% | 0.6% | 16.1%
14. COc1cccc(NC(=O)c2cc3c(=O)n4ccccc4nc3n(CC(C)C)c2=N)c1
    -15.7% | 6.1% | 10.9 | 52 | i | 17.8 | -8.2% | -0.2% | -0.6% | 0.1% | 17.0%
15. NS(=O)(=O)c1ccc(CCNC(=O)c2cc(-c3ccccc3)nc3ccccc23)cc1
    -3.7% | 2.5% | -1.0 | 47 | i | 43.5 | 8.9% | 4.4% | -0.2% | -0.3% | 2.1%
16. CCOc1ccc(S(=O)(=O)NCCC(=O)NCC2(N3CCCCC3)CCCCC2)cc1
    7.2% | 1.7% | -0.1 | 55 | i | 27.5 | 36.1% | -0.8% | -1.4% | -0.1% | 17.9%
17. Cc1cccc(CSc2nnc(-c3cccs3)n2Cc2ccco2)c1
    7.7% | 15.7% | 0.2 | 68 | i | 35.2 | 10.6% | 6.7% | -0.2% | -0.2% | 41.5%
18. CCOC(=O)c1ccc(NC(=O)c2ccc(CN3CCc4ccccc4C3)cc2)cc1
    1.9% | -17.5%[20 µM] | 5.4 | 59 | i | 59.0 | 11.9% | 2.1% | -1.0% | -0.1% | -3.2%
19. CN(C)S(=O)(=O)Nc1ccc(Br)cc1F
    -3.2% | -11.9% | 0.1 | 94 | i | 42.0 | -0.3% | 0.2% | -0.4% | -0.4% | -4.9%
20. CCN1C(=O)[C@H]2[C@H]3[C@H](O)[C@H](O)C/C(=N\OC[C@@H](C)[C@H](OCc4ccccc4)C(C)C)[C@@H]3CC[C@H]2C1=O
    3.6% | 11.4% | 12.0 | 101 | x | x | -12.5% | -3.1% | x | -0.2% | 3.6%
21. CNC(=S)Nc1cc(OC)ccc1OC
    2.6% | -11.6% | 0.1 | 62 | i | 27.2 | 41.7% | 1.1% | 0.3% | 0.5% | -6.9%
22. CCC(C)c1ccc(NC(=O)c2c([N+](=O)[O-])cnn2CC)cc1 (stereo unspecified)
    -3.2% | -23.0%[20 µM] | 2.6 | 51 | i | 55.3 | 1.9% | -2.8% | -1.5% | -0.1% | 10.5%
23. Cc1cc(C(=O)NC2CC(C)(C)Cc3c2cnn3-c2ccccc2C)c(C)o1 (stereo unspecified)
    3.2% | -14.5% | 0.5 | 73 | i | 26.7 | 3.6% | 3.8% | -2.2% | -0.1% | 20.5%
24. Cc1nc2sc3c(c2c(=O)n1NC(=O)CCl)CCCC3
    -0.7% | -23.8%[20 µM] | 0.3 | 55 | i | 41.0 | 10.8% | x | 0.2% | 0.8% | 8.1%
25. CCOC(=O)N1CCN(S(=O)(=O)N2CCCC(C(=O)NCc3ccccc3Cl)C2)CC1 (stereo unspecified)
    -2.3% | -15.1% | -0.1 | 43 | i | 35.2 | 8.6% | -4.9% | -0.4% | -0.2% | -7.4%
26. COc1ccc(NC(=O)N2CCCC(c3nc(-c4ccc(OC)cc4)no3)C2)cc1 (stereo unspecified)
    4.5% | 3.5%[20 µM] | -0.4 | 81 | i | 61.2 | -6.3% | x | -0.2% | -0.1% | 9.7%
27. O=S(=O)(c1ccccc1)N1CCN=C1SCc1ccc(Cl)cc1
    2.4% | -63.6% | 1.8 | 92 | i | 56.8 | -11.6% | 3.4% | x | 0.1% | 1.0%
28. Cc1ccccc1C(=O)OCCCN=C1NS(=O)(=O)c2ccccc21
    -11.2% | -19.2% | -0.9 | 50 | i | 52.1 | -9.1% | -1.2% | -0.1% | 0.5% | 0.0%
29. COc1ccc(C(=O)CSc2ncn[nH]2)cc1OC
    -1.1% | 16.2% | -0.4 | 45 | i | 46.9 | 6.2% | 5.9% | 0.3% | -0.2% | 1.1%
30. O=C(N/N=C/c1ccccc1[N+](=O)[O-])c1ccc(COc2ccccc2-c2ccccc2)cc1
    6.1% | -12.5% | -0.7 | 54 | i | 32.4 | -9.9% | 15.6% | -1.5% | 1.1% | 2.6%
31. CCOc1ccc(C(=O)NCc2ccncc2)cc1OCC
    -4.8% | -11.6% | 0.3 | 65 | i | 51.8 | -0.6% | 3.5% | 0.1% | -0.1% | 8.0%
32. COc1ccc(S(=O)(=O)Nc2ccc(N3CCOCC3)cc2)cc1
    7.8% | 16.6% | -1.5 | 96 | i | 55.0 | -5.7% | -4.0% | 0.7% | -0.1% | 11.2%
33. COc1cc2[nH]c(C(=O)N(C)Cc3ccccc3)cc2c(OC)c1OC
    0.1% | -21.6% | 0.2 | 105 | i | 28.0 | -6.9% | -5.3% | -0.3% | 0.0% | -2.4%
34. C/C(=N/NC(=O)c1ccc2c(c1)OCO2)c1ccc(NC(=O)C(F)(F)F)cc1
    -3.3% | 6.1% | x | x | i | 36.8 | 13.1% | -4.1% | -0.7% | -0.5% | 0.3%
35. CCOC(=O)c1c(NC(=O)COC(=O)C2CC2C)sc(C)c1C (stereo unspecified)
    -4.1% | -20.2% | 10.8 | 49 | i | 37.4 | -9.9% | -5.8% | -0.8% | -0.5% | 2.2%
36. O=S(=O)(NCc1ccco1)c1cccc2cccnc12
    3.0% | -18.4% | 2.7 | 68 | i | 7.0 | -6.2% | -4.2% | 0.3% | 0.2% | -6.5%
37. O=C(O)CCCc1ccccc1
    2.3% | 8.2% | -2.6 | 54 | i | 6.1 | -7.1% | -1.1% | x | -0.1% | 4.2%
38. C[C@@]12C(=O)N(c3cccc(F)c3)C(=O)N1[C@H](c1ccc(F)cc1)[C@@H]1C(=O)N(C3CCCCC3)C(=O)[C@@H]12
    3.6% | -12.4%[20 µM] | 1.3 | 65 | i | 12.9 | -12.6% | 4.8% | -0.8% | 0.4% | -0.1%
39. O=C1CN(c2ccccc2F)C(=O)CN1c1ccccc1F
    1.1% | 32.7% | 0.4 | 89 | i | 6.6 | 12.3% | 3.0% | -0.2% | 0.3% | -3.7%
40. CCN(CC(=O)Nc1ccc(NC(C)=O)cc1)C(=O)c1ccc(=O)[nH]c1
    2.9% | 8.4% | 0.6 | 51 | i | 22.3 | 15.4% | -6.0% | -0.1% | -0.1% | 15.2%
41. Cc1cc(C)n(CCC(=O)N2CCCC(Nc3ccc(F)cc3)C2)n1 (stereo unspecified)
    0.0% | 6.2% | -0.7 | 70 | i | 28.2 | -4.6% | 4.0% | -0.3% | -0.1% | -1.9%
42. CCc1ccc(NS(=O)(=O)c2ccc3[nH]c(=O)[nH]c3c2)cc1
    1.7% | -26.8%[20 µM] | 0.3 | 39 | i | 35.0 | -4.5% | -6.9% | -0.5% | 1.1% | -0.7%
43. COc1ccc(OC)c(CN2CCN(S(=O)(=O)c3ccc(NC(C)=O)cc3)CC2)c1
    14.1% | -13.9%[20 µM] | -0.4 | 97 | i | 39.1 | 9.2% | -3.9% | -0.3% | -0.1% | 2.1%
44. CCN(Cc1ccncc1)C(=S)Nc1c(C)cccc1C
    -6.4% | 28.0% | 0.0 | 56 | i | 25.9 | 2.9% | -0.6% | -0.7% | -0.2% | 1.6%
45. COc1ccc(CN2CC(C(=O)N3CCOCC3)CC2=O)cc1 (stereo unspecified)
    -1.6% | 24.7% | 1.4 | 49 | i | 55.5 | 26.1% | -4.9% | x | 0.9% | 7.0%
46. Cc1ccc(S(=O)(=O)Oc2cccc(/C=N/n3cnnc3)c2)cc1
    -14.0% | x | 0.8 | 50 | i | 37.7 | 1.2% | 0.9% | -1.1% | 0.9% | -7.4%
